Screening results as filed in PubChem.
PAX8 reporter: PAX8 transcriptional activity inhibition | RMG-I TPO-luciferase reporter, SteadyGlo, 24 h | inhibition, % at 12.6 µM | 360,000 compounds, 1.2% hits;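 active = mean replicate inhibition at least 60% with every replicate also reaching 60%; inconclusive = only one of the two criteria is met; inactive = mean below 60% and not all replicates reaching 60%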;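 also: luciferase light reporting Pax8 driven TPO promoter activity; plate controls were median of neutral control wells for no effect and mitoxantrone controls for full effect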
EWS-Fli block: inhibitors of EWS/Fli oncoprotein transcriptional activity; A673 NR0B1-luciferase reporter, viability-normalised; inhibition, % at 12.6 µM; 350,000 compounds, 0.67% hits; AID 651661;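 active = mean inhibition of at least 50% after viability correction, with every replicate also passing that limit; inconclusive = mean reaches 50% but only one of two replicates passes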;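 also: firefly luciferase signal divided by Alamar Blue viability fluorescence both relative to DMSO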
Cneo AK release: causes C. neoformans cell lysis; lysis activity, % at 15 µM; adenylate kinase release luminescence, 4 h; normalised: neutral wells 0, clomiphene wells 100; 360,000 compounds, 0.2% hits;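 active = mean lysis activity across replicates of at least 80%, whatever share of replicates individually reach that level; inactive = mean lysis activity below 80%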
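Test system: log-phase Cryptococcus neoformans yeast cells. Input: 5 × 10^6 yeast cells/mL. Medium: fresh YPD growth medium. Doses: single dose. Incubation: static 4 h at 37 °C with compound, 1 h detection. Measured by: luminescent adenylate kinase detection reagent. Read-out: signal increase indicating cell lysis. Benchmarks: Clomiphene.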
PGC1a acetyl inh: lowers PGC1a acetylation signal in U2OS cells; AlphaScreen anti-acetyl-lysine; with virally co-expressed GCN5 acetyltransferase; inhibition, % at 15.6 µM; 350,000 compounds, 0.17% hits; AID 651687;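 active = every replicate shows inhibition of at least 40%; inconclusive = mean inhibition at least 40% but some replicate below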;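 also: 0% = neutral control wells and 100% = positive control wells; some results beyond the cut were filed as inactive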
CASP6 VEID inh: blocks human caspase-6 cleavage activity | 350,000 compounds, 0.53% hits | P55212 | inhibition, % at 12.5 µM | purified caspase-6, Z-VEID-R110 cleavage fluorescence;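 active = mean inhibition across replicates at least about 35%, with every replicate also reaching that limit, limit read from the data; inconclusive = only one of the two criteria met; inactive = neither criterion met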;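 also: 0% = median of neutral control wells and 100% = no fluorescence left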
Target sequence (P55212 24-179 limits assumed): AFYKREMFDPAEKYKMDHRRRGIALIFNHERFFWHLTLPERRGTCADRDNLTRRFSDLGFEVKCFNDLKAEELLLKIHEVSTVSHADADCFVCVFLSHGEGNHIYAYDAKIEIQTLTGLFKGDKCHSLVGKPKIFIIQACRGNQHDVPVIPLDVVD
Target sequence (P55212 194-293 limits assumed): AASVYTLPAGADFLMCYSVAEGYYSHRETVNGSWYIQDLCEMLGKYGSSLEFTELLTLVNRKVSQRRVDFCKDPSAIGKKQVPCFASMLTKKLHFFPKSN
miR122 inh: inhibitors of miR-122 in Huh7 cells. 340,000 compounds, 0.3% hits. Huh7 miR-122 Renilla luciferase sensor, 48 h; neutral wells = 0, positive control = 100. activation (reporter increase), % at 12.5 µM;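 active = mean replicate activation score at least 90 and every replicate individually at or above 90; inconclusive = only one of the two criteria met; inactive = neither criterion met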;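 also: higher luciferase means less miR-122 activity so hits act as miR-122 inhibitors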
LGR2 antag: inhibitors of bursicon-induced Drosophila LGR2 receptor cAMP signaling. HEK293 LGR2, CRE-luciferase, bursicon-stimulated, 4 h. inhibition, % at 9.99 µM. 380,000 compounds, 0.35% hits;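 active = drop in luminescence signal, shown as inhibition above about 50% in the replicate tests, limit read from the data, passing the limit was not always enough; inconclusive = probably only some replicates passing the limit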;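 also: agonist challenge used bursicon conditioned medium at about half maximal strength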
FN deposition inh: fibronectin deposition inhibition; AH1F fibroblasts, Alexa488-fibronectin deposition fluorescence, overnight; 350,000 compounds, 0.086% hits; inhibition, % at 12.6 µM; AID 743247;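 active = mean inhibition across replicates of 30% or more, regardless of how many single replicates reach that level; inconclusive = mean under 30% yet at least half of replicates reach 30%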;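 also: positive control wells lacked labelled fibronectin entirely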
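Measured by – fluorescence 485/525 nm · System – AH1F fibroblast monolayer, labelled fibronectin deposition · Amount – 10000 cells per well · Buffer or medium – serum-reduced DMEM (2% serum) · Doses – single dose, pinned · Also added – fluorescent fibronectin at 24 nM final · Schedule – 1 h cell attachment, overnight exposure to compound and label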
* marks the source's active call; other numbers are inactive results; ? = inconclusive; nt = not tested or not shown; & = joins results of further samples; [ ] = another dose, or the depositor's remark. Compounds as they come. Share with any hit: about 2.5%.

SMILES	PAX8 reporter	EWS-Fli block	Cneo AK release	PGC1a acetyl inh	CASP6 VEID inh	miR122 inh	LGR2 antag	FN deposition inh
Cc1ccccc1NC(=O)C1CCN(C2=NS(=O)(=O)c3ccccc32)CC1	2.3	9.8	2.6	-5.4	1.5	-3.4	8.6	-11.9
CCC1CCCCN1C(=O)COc1ccc2c3c(c(=O)oc2c1)CCC3 (stereo unspecified)	-25.2	-1.8	2.6	1.5	0.2	-3.0	7.4	4.2
c1ccc(-c2nn3c(-c4ccccc4)nnc3s2)cc1	nt	nt	1.4	4.1	nt	-6.3	nt	-2.4
O=C(Nc1cc([N+](=O)[O-])ccc1N1CCCC1)c1cccs1	1.4	nt	3.0	nt	-2.0	-0.9	-9.8	nt
Cn1cnc(S(=O)(=O)N[C@H]2CC[C@H](CC(=O)NCC3CCCCC3)O[C@@H]2CO)c1	nt	nt	44.4	8.6	0.0	nt	7.8	-14.2
C[C@H](CO)N1C[C@H](C)[C@@H](CN(C)CC2CCCC2)Oc2cc(Br)ccc2S1(=O)=O	10.1	23.3	-0.8	2.1	-0.9	14.3[16.7 µM]	-1.5	-8.5
COC(CN(C)C(=O)c1ccc(CS(=O)(=O)c2ccccc2C)o1)OC	-6.3	1.3	-0.8	2.5	3.8	-5.2	-2.4	5.0
COc1cc(CNC(C)(C)C)cc(Br)c1OCc1cccs1	22.5	nt	-2.6	-7.1	nt	-1.1	0.8	6.0
O=C1c2ccccc2NC2(CCCCC2)N1N=C1CCCCC1	4.3	-1.0	-2.7	6.3	-3.1	-6.6	-4.6	1.4
C=CC[n+]1c(-c2ccc(Cl)cc2Cl)csc1Nc1c(C)n(C)n(-c2ccccc2)c1=O	27.1	13.3	2.3	4.5	14.8	-22.5	10.2	2.5
COc1ccc(-c2ccc3[nH]c4c(c3c2)CCN2C[C@@H]([C@H](C)OC(=O)Nc3cc(Cl)cc(Cl)c3)[C@@H](N(C)C(=O)Nc3cc(Cl)cc(Cl)c3)C[C@@H]42)cc1	-11.1	4.7	4.3	-1.9	-2.6	7.6	-1.5	-1.3
Cc1csc(NC(=O)CCc2c(C)nc3cc(-c4cccc(F)c4)nn3c2C)n1	-5.6	47.8	1.6	-4.4	0.4	-5.5	-12.5	-7.1
O=C(/C(=C(\O)c1ccccc1)c1nc2ccccc2[nH]1)c1ccccc1	13.8	-31.0	-2.1	-4.3	-1.2	4.6	6.9	0.5
COc1ccc(/C(N)=N/OC(=O)COc2ccccc2Cl)cc1	-105.9	-11.9	-1.9	5.7	-1.6	-3.1	-54.4	-8.8
COc1ccc(C2C3=C(CC(C)(C)CC3=O)Nc3c2c(=O)n(C)c(=O)n3C)cc1OC (stereo unspecified)	-3.4	7.0	3.1	5.8	3.1	nt	15.8	-4.5

Two entries from above in another layout.
CCC1CCCCN1C(=O)COc1ccc2c3c(c(=O)oc2c1)CCC3 (stereo unspecified)
  PAX8 reporter: -25.2	EWS-Fli block: -1.8	Cneo AK release: 2.6	PGC1a acetyl inh: 1.5	CASP6 VEID inh: 0.2	miR122 inh: -3.0	LGR2 antag: 7.4	FN deposition inh: 4.2

c1ccc(-c2nn3c(-c4ccccc4)nnc3s2)cc1
  PAX8 reporter: nt	EWS-Fli block: nt	Cneo AK release: 1.4	PGC1a acetyl inh: 4.1	CASP6 VEID inh: nt	miR122 inh: -6.3	LGR2 antag: nt	FN deposition inh: -2.4

Additional structures
SMILES	PAX8 reporter	EWS-Fli block	Cneo AK release	PGC1a acetyl inh	CASP6 VEID inh	miR122 inh	LGR2 antag	FN deposition inh
CN(C)C(=O)C[C@H]1C[C@@H]2c3cc(NC(=O)Nc4ccccc4F)ccc3O[C@@H]2[C@H](CO)O1	-9.0	-12.2	-2.5	-1.8	-0.9	4.0[16.7 µM]	-11.2	-0.1
CCOc1ccc(NC(=O)C2C3CCC4C(CCC32)C4(Cl)Cl)cc1 (stereo unspecified)	-23.1	-16.2	nt	nt	-1.4	nt	-25.9	7.4
CN(C)c1ccc2c(=O)c3ccccc3oc2n1	-80.0	-1.1	nt	nt	3.1	nt	4.9	0.0
c1cnc2nc(CSc3ncn[nH]3)cn2c1	-4.8	5.1	nt	nt	-3.0	nt	29.4	0.7
CC(=O)c1ccc(NC(=O)COC(=O)c2ccccc2Sc2ccccc2C#N)cc1	-5.0	-6.1	nt	-1.0	-1.4	-12.6	nt	-1.3
COc1ccc(N2C(=O)CSC2c2ccccc2[N+](=O)[O-])cc1 (stereo unspecified)	5.5	-1.6	nt	2.9	2.5	nt	18.2	nt
Cc1ccc(S(=O)(=O)N2Cc3ccccc3CC2C(=O)NC(C)(C)C)cc1 (stereo unspecified)	16.6	3.7	-1.6	-21.3	0.6	0.4	-14.2	1.4
CCCCCC(=O)OC(CN1CCCCCC1)CN1CCCC1=O (stereo unspecified)	5.7	10.5	nt	nt	-5.2	nt	2.1	-14.2
CCOC(=O)[C@]12CCC=C1N(Cc1ccccc1)C(=O)[C@H](CC(=O)NCc1ccc(C)o1)C2	-16.5	-7.0	nt	nt	-1.3	nt	22.9	nt
CC(C)C[C@@]12C(=O)N(c3cccc(F)c3)C(=O)N1[C@H](c1ccc(F)cc1)[C@@H]1C(=O)N(C3CCCCC3)C(=O)[C@@H]12	8.2	9.0	-2.1	nt	-1.8	nt	1.0	2.3
Cc1noc(C)c1NC(=O)N[C@H]1CC[C@H](CCNC(=O)C2CCOCC2)O[C@@H]1CO	-10.4	-0.6	-17.6	-2.9	-4.3	11.0[16.7 µM]	10.1	nt
COc1ccccc1CNC(=O)C1(C)CCN1C(=O)Cc1ccc(-c2ccccc2)cc1 (stereo unspecified)	28.6	3.3	0.2	-1.9	0.6	1.1	1.5	-1.1
C=C[C@@H]1c2c(F)cccc2N(S(=O)(=O)c2ccc(C)cc2)[C@H](c2ccc(OC(C)=O)cc2)C1(C#N)C#N	11.9	-4.4	-1.3	-10.5	4.7	3.3	25.6	-1.1
COc1cc2c(cc1OC)C(C)N(CCN1C(=O)c3ccccc3C1=O)CC2 (stereo unspecified)	-2.7	5.9	nt	nt	-1.1	nt	6.6	-7.8
C[C@@H]1CCCCO[C@H](CN(C)S(=O)(=O)c2cccs2)[C@H](C)CN([C@H](C)CO)C(=O)c2cc(NS(=O)(=O)c3ccccc3)ccc2O1	39.7	10.5	-1.7	-5.1	1.5	-7.8[16.7 µM]	4.3	-5.5
N#C[C@H]1[C@H](c2ccccc2)[C@H](CO)N1C(=O)CCN1CCCCC1	-9.7	6.0	-2.4	-5.4	1.7	nt	-3.0	7.7
O=C(C[C@@H]1CC[C@H]2[C@@H](COC[C@@H](O)CN2CC2CC2)O1)NCc1ccc(Cl)cc1	-10.0	6.3	-2.8	-2.2	-1.5	1.7[16.7 µM]	14.2	-5.8
O=C(N/C(=C/c1ccco1)C(=O)N1CCc2ccccc21)c1ccco1	-2.7	2.6	nt	nt	12.8	nt	-7.8	-8.2
CCOC(=O)c1c(C)[nH]c(C)c1C(=O)COC(=O)c1cccs1	12.5	-3.6	2.2	2.3	0.1	6.2	-1.9	-3.6
Cc1cccc(CCNC(=O)c2oc3c(C)c(C)ccc3c2C)n1	10.2	-0.1	2.9	nt	0.7	-3.4	12.6	-0.4
COc1ccc(OC)c(-c2csc(N3CCC(c4ccccc4)CC3)n2)c1	3.8	11.0	nt	nt	-5.8	nt	3.5	-0.4
Clc1cc2cccnc2c2ncccc12	51.7	7.9	1.7	24.9	-8.9	-25.1	-5.8	5.8
Cc1nc(C)c(Cc2ccccc2Cl)c(=O)[nH]1	3.1	-9.8	nt	nt	3.9	nt	-14.0	6.0
CC(C)CC#Cc1ccc2c(c1)O[C@@H](CN(C)C(=O)c1cnccn1)[C@H](C)CN([C@@H](C)CO)S2(=O)=O	-1.7	2.3	-0.7	5.6	0.5	20.0[16.7 µM]	5.7	nt
Cc1cccc(C)c1N(CC(=O)N(C)Cc1ccccc1)S(C)(=O)=O	1.0	7.0	-1.3	nt	-1.9	-1.8	0.2	-2.2
COc1ccc(NC(=O)/C=C/c2ccco2)cn1	-170.3	-73.3	-1.7	0.4	12.5	1.4	-9.6	-0.9
CC1CCc2c(sc(NC(=O)CCC(=O)O)c2C(=O)NC2CC2)C1 (stereo unspecified)	6.3	5.0	0.4	nt	0.7	nt	5.7	1.3
Cc1ccc(NC(=O)CN(C)S(=O)(=O)c2cccc3nsnc23)cc1C	3.7	nt	-0.7	nt	nt	-4.4	nt	5.4
CO[C@@H]1CN(C)C(=O)c2ccc(NC(=O)c3cccc(F)c3)cc2OC[C@H](C)N(C)C[C@@H]1C	nt	-1.5	nt	7.1	nt	-19.4[16.7 µM]	-0.6	3.1
CCn1cc(CN2CCC(C(=O)Nc3ccc(Oc4ccccc4)nc3)CC2)cn1	nt	7.3	-2.7	-10.0	-6.5	-3.9	4.1	6.6
Cc1cccc(C)c1NC(=O)C(NC(=O)c1ccccn1)c1ccc([N+](=O)[O-])cc1 (stereo unspecified)	20.6	nt	-7.5	?	nt	6.9	nt	0.9
C[C@H](CO)N1C[C@H](C)[C@@H](CN(C)Cc2ccncc2)OCCCC[C@H](C)Oc2ccc(NC(=O)CCCN(C)C)cc2C1=O	1.3&-14.7&-10.9	-2.4&-1.7	0.1&-0.2&2.2	9.3&6.7&2.5	1.8&-1.6&-68.7	3.7[16.7 µM]	-5.7&-25.0	-36.8
Cc1ccc(C(=O)NCCNC(=O)COc2ccccc2Cl)cn1	-5.2	-1.3	0.3	-2.9	2.8	-13.7	16.5	0.7
O=C(Nc1ccc(C(=O)O)cc1)/C(=C\c1ccccc1)NC(=O)c1ccco1	-17.2	-6.5	3.4	22.8	nt	-5.2	6.0	-1.6
CCOC(=O)C1CCN(C(=O)c2ccc3c(c2)S(=O)(=O)c2ccccc2C3=O)CC1	-0.6	5.1	-0.5	nt	7.1	-0.4	-7.3	-1.8
CCOC(=O)C1=c2/c(=C/c3ccncc3)c(N)c(C(=O)OC)n2C(=O)C(c2ccncc2)S1 (stereo unspecified)	-6.4	-0.6	2.3	2.5	2.1	1.9	16.0	6.0
CCN(c1ccccc1)S(=O)(=O)c1ccc(C(=O)NCc2ccccn2)cc1	-4.8	6.8	-6.4	nt	1.4	nt	-11.3	-11.3
CCCCN1C[C@H](CSC)[C@@H](CC(=O)Nc2ccc(Br)cc2)C1=O	5.3	9.4	1.1	-3.0	-1.3	29.2	2.7	0.6
CC(C)CC#Cc1ccc2c(c1)O[C@H](CN(C)C(=O)C1CC1)[C@H](C)CN([C@@H](C)CO)S2(=O)=O	nt	14.1	nt	1.9	nt	0.6[16.7 µM]	4.4	-13.7
COC(=O)c1ccc(NC(=O)C2CCCN2C(=O)OCc2ccccc2)cc1 (stereo unspecified)	10.6	9.3	4.1	-4.8	-10.0	nt	0.8	-1.2
COc1ccc(/C=N/NC(=O)c2cccnc2)cc1CN1CCN(c2ccc(F)cc2)CC1	23.3	8.2	0.9	-0.1	-2.2	-3.4	-0.2	-14.3
CCNC(=O)C[C@@H]1CC[C@@H]2[C@H](COC[C@H](O)CN2C(=O)Nc2ccc(C(F)(F)F)cc2)O1	2.0	0.3	-3.1	2.3	0.4	-4.1[16.7 µM]	-2.2	-11.2
CO[C@H]1CN(C)C(=O)c2ccc(NC(=O)C3CC3)cc2OC[C@H](C)N(Cc2cccc(F)c2)C[C@H]1C	10.0	-0.7	-1.1	-2.0	nt	23.8[16.7 µM]	-1.0	-11.8
